HEK293 NFkB inh: lowers PMA/ionomycin-induced NF-kB signal in HEK293 cells; HEK-293 NF-kB luciferase reporter, luminescence; inhibition, % at 3 µM; actives 0.21% (n = 62,000);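 active = inhibition above the mean of all tested compounds plus 3 SD, cut at about 40% in these data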;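 note: 0% = stimulated DMSO wells and 100% = 10 µM reference inhibitor 5653914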
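Material: HEK-293 cells with stable firefly luciferase reporter driven by four HIV NF-kB elements / Also added: PMA plus ionomycin mix as NF-kB-activating stimulus / Compound dosing: 3 µM once, 0.30% DMSO / Times: 1 h pretreatment, 16 h stimulation, 37 °C / Signal: luminescence / Evaluation: per-plate % inhibition versus controls / Benchmarks: DMSO and 10 µM reference inhibitor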
Ecoli tolC: E. coli tolC mutant growth inhibition | E. coli BW25113 tolC mutant growth, OD615 | growth inhibition, % at 10 µM (by protocol) | actives 2.2% (n = 65,000) | AID 573;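 active = growth inhibition at or above a cutoff equal to the mean over every tested compound plus 3 SD, cut at about 60% in these data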;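 note: growth measured after 20 h incubation at 37 °C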
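Material: E. coli BW25113 ΔtolC::kan, tolC deletion mutant strain. Measure: percent growth inhibition. Schedule: 37 °C, 20 h exposure. Doses: single-point testing at 10 µM. Signal: A615 absorbance measurement. Buffer or medium: kanamycin-containing LB broth (50 µg/mL).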
NADH enzymes: blocks coupling enzymes of NAD/NADH assays; coupled PK/LDH NADH assays, four targets; AID 774; IC50, µM (series often up to 10 µM), for the others: at the highest dose inhibition; actives 0.02% (n = 65,000);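 active = single-dose screening hits from any of four coupled enzyme assays that gave an IC50 when retested across doses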;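 note: the DPM-DC format reads NADH fluorescence rather than 340 nm absorbance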
JNK3 blocker: blocks human JNK3 kinase activity | actives 0.61% (n = 60,000) | AID 746 | purified JNK3 kinase activity, HTS | P53779 | inhibition, % at 8 µM; in the data active = inhibition above about 17%;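 note: 0% = DMSO and 100% = reference inhibitor; many of its hits are not listed in these tables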
ROCK2 blocker: ROCK2 (human) kinase inhibition | purified ROCK2, Kinase-Glo ATP depletion luminescence | inhibition, % at 6 µM | actives 0.35% (n = 60,000) | AID 604;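 active = inhibition above the screen-wide mean inhibition plus 3 SD, cut at about 18% in these data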;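 note: plate controls were DMSO wells for no effect and Y-27632 control wells after no-enzyme background subtraction for full effect; many of its hits are not listed in these tables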
Target sequence (O75116 whole entry, looked up): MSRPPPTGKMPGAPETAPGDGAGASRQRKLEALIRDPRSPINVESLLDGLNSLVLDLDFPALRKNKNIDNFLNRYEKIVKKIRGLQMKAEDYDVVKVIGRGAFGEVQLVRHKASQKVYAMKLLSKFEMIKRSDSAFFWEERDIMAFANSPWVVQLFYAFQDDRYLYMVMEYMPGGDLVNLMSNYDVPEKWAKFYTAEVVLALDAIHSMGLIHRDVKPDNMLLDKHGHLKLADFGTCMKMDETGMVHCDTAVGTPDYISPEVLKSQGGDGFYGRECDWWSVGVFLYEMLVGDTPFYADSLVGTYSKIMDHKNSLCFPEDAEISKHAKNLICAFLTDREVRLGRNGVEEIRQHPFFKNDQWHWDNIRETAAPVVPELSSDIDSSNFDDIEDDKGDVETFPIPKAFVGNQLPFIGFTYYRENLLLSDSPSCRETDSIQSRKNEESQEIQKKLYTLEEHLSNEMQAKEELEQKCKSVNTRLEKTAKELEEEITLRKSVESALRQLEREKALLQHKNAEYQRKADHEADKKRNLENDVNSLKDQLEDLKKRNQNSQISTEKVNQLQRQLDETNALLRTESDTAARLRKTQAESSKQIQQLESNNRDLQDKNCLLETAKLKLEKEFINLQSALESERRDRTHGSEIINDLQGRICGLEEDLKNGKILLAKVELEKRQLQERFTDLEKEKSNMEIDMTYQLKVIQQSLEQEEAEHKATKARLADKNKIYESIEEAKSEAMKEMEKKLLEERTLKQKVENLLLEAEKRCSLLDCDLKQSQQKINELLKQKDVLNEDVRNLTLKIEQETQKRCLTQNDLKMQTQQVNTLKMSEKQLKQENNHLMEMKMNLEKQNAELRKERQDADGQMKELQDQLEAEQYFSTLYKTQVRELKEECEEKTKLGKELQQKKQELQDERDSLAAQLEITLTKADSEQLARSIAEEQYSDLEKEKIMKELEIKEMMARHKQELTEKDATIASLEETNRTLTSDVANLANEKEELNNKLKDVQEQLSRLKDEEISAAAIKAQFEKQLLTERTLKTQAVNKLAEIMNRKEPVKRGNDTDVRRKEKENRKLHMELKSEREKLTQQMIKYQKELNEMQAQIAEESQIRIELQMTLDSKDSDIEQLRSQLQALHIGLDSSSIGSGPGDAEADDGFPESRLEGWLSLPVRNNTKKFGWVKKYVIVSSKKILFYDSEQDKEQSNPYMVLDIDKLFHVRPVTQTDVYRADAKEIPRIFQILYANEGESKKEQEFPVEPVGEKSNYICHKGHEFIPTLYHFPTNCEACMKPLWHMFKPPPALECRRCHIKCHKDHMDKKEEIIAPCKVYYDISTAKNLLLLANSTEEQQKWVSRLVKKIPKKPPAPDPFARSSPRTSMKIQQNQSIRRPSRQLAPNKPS
PKA inh: PKA (human) kinase inhibition; inhibition, % at 6 µM; actives 0.1% (n = 65,000); P17612; PKA Kemptide phosphorylation, Kinase-Glo ATP luminescence;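 active = inhibition above the screen-wide mean inhibition plus 3 SD, cut at about 21% in these data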; note: many of its hits are not listed in these tables
MMP-13 inhibitor: inhibitors of human MMP13. P45452. MMP-13 fTHP FRET cleavage, Mca fluorescence. inhibition, % at 4 µM. actives 0.07% (n = 65,000). AID 570;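 active = inhibition above the mean of compound-free control plate wells plus 3 SD, cut at about 14% in these data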;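 note: 0% = DMSO wells and 100% = wells with reference MMP-13 inhibitor after basal subtraction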
Abs 340nm: compounds absorbing at 340 nm; compound absorbance at 340 nm, fold over control; fold change at 10 µM; 65,000 tested, under 10 active;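 active = at 10 µM dose, initial 340 nm absorbance at least 2 fold that of control wells; inactive = change under 2 fold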;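 note: initial absorbance extrapolated from kinetic A340 decline of NADH oxidation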
Autofluor 339: intrinsic fluorescence of library compounds, ex339/em460 – biochemical, MLSMR library, data from DPM-DC assay, artefact control, profiling panel | compound autofluorescence, ex339/em460 nm, NADH buffer; hits give high values; 1 = no-compound wells, NADH background | fluorescence fold increase at 10 µM | actives 5.5% (n = 65,000) | AID 709;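 active = at 10 µM, mean starting fluorescence two-fold or more over control wells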;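 note: signal is the first read of a kinetic run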
Starred values were filed as active, the others as inactive; . = not tested or not shown; [ ] = remark or other dose. An excerpt; the hit share may differ from the screen's.

mol	HEK293 NFkB inh	Ecoli tolC	NADH enzymes	JNK3 blocker	ROCK2 blocker	PKA inh	MMP-13 inhibitor	Abs 340nm	Autofluor 339
Cc1nn(-c2ccc3nnc(Br)n3n2)c(C)c1Br	-4	1	10%	0	-3	1	3	1	1.1
CC(C)c1cc(C(=O)Nc2ccc3c(c2)OCO3)no1	-38	-1	2%	-5	1	-10	3	1	1
COc1cccc(C2CC(c3c(Cl)cccc3Cl)n3nc(N)nc3N2)c1 (stereo unspecified)	18	20	4%	-2	-4	2	1	0.98	1.1
CCCCCc1c(O)c2ccccc2[nH]c1=O	1	17	2%	-6	0	0	-47	1	1.4
CC1(c2ccc3noc(-c4ccc(Cl)cc4)c3c2)OCCO1	35	4	3%	4	3	10	-1	1	0.97
COc1ccc(S(=O)(=O)N2CCC(C(=O)Nc3cccc(C(C)=O)c3)CC2)cc1C	13	-4	7%	0	-5	3	3	1	1.1
CCCCCn1c(N2CCN(c3cccc(Cl)c3)CC2)nc2c1c(=O)[nH]c(=O)n2C	10	-1	7%	-6	3	6	1	1	1.1
CC(C)(C)c1cc(C(=S)N2CCN(CCO)CC2)cc(C(C)(C)C)c1O	-2	11	3%	0	5	9	5	0.98	1
COC(=O)Cn1c(CCS(=O)(=O)c2ccc(C)c(C)c2)nc2ccccc21	7	-11	5%	-6	0	-2	-5	1	1.1
Cn1c(NCC(O)c2ccccc2)nc2c1c(=O)n(Cc1ccc(Cl)c(Cl)c1)c(=O)n2C (stereo unspecified)	.	9	5%	-1	5	5	-8	1	1.1
COc1cccc(C2C(C#N)=C(N)Oc3cc(C)[nH]c(=O)c32)c1OC (stereo unspecified)	.	10	1%	4	1	2	6	1	1.1
COc1ccc(OC)c(NC(=O)Cn2cccc2)c1	14	-7	6%	-7	7	9	1	0.99	1

Two records picked at random from those above:
mol	HEK293 NFkB inh	Ecoli tolC	NADH enzymes	JNK3 blocker	ROCK2 blocker	PKA inh	MMP-13 inhibitor	Abs 340nm	Autofluor 339
Cn1c(NCC(O)c2ccccc2)nc2c1c(=O)n(Cc1ccc(Cl)c(Cl)c1)c(=O)n2C (stereo unspecified)	.	9	5%	-1	5	5	-8	1	1.1
Cc1nn(-c2ccc3nnc(Br)n3n2)c(C)c1Br	-4	1	10%	0	-3	1	3	1	1.1

(cont.)
mol	HEK293 NFkB inh	Ecoli tolC	NADH enzymes	JNK3 blocker	ROCK2 blocker	PKA inh	MMP-13 inhibitor	Abs 340nm	Autofluor 339
Cc1csc2c(=O)n3c(nc12)CCCCC3	-2	-27	8%	3	0	2	2	0.97	1.1
Nc1ncnc2nc(SCCc3ccccc3)[nH]c12	5	2	0%	-3	3	-3	-3	1	1.1
CCC1SC(=NC(=O)c2ccc(Cl)c(Cl)c2)NC1=O (stereo unspecified)	-18	38	2%	-5	1	-1	3	1.1	1.1
CCCc1nc2oc3c(NCCN4CCOCC4)ncnc3c2c2c1CCCC2	12	.	5%	3	-8	-12	7	1	1.2
COc1ccc(N(CC(=O)Nc2cccc(C(C)=O)c2)S(C)(=O)=O)cc1OC	16	-8	4%	9	3	0	5	1.1	1.1
Cc1cc(C)cc(-n2cc3c(=O)n(C)c(=O)n(C)c3c2)c1	-2	11	6%	-1	5	8	0	1	1.1
Cc1cc(C)c(C#N)c(N2CCCC2)n1	12	6	10%[fluoresces]	0	-5	-2	-15	1.1	3.6*
COc1ccc(CC(=O)Nc2c3c(nn2-c2ccccc2C)CS(=O)C3)cc1 (stereo unspecified)	8	-9	10%	-2	3	5	-1	0.98	1.1
CCS(=O)(=O)N1CCN(C(C)CCc2ccccc2)CC1 (stereo unspecified)	7	-7	15%	0	3	4	3	1.1	1.1
O=C(CSc1nccn1-c1ccc(Cl)cc1)Nc1ccc2c(c1)OCO2	7	26	4%	-3	5	2	-5	1	1.1
CCCCn1c(SCC(=O)NCc2ccco2)nnc1-c1ccco1	7	2	2%	-3	2	12	1	1	1.1
Cn1c(CSc2nc3ccccc3s2)nnc1SCC(=O)NCCN1CCOCC1	1	-12	3%	-5	-2	-4	-2	1	1
Cc1cccc(OCCNc2nc3c(c(=O)n(C)c(=O)n3C)n2C)c1	17	-1	5%	1	4	8	-2	1	1.1
Cc1cc(C)nc(NC(=O)c2cnc3sccn3c2=O)n1	-1	-21	7%	4	4	9	-14	1.1	1.5
Cc1ncc([N+](=O)[O-])n1CC(O)CCl (stereo unspecified)	.	5	1%	-10	-2	-9	6	1	1
Cc1c(C(=O)Nc2ccc3c(c2)OCO3)sc2nc(-c3ccccc3)cn12	9	-9	3%	-1	7	10	1	1	1
COc1ccc2nc(C)cc(N3CCOCC3)c2c1	11	-18	3%	-2	-5	-4	8	1	1
COc1ccc(-n2c(SCC(=O)Nc3ccc4c(c3)OCO4)nc3ccccc3c2=O)cc1	6	17	5%	-4	-1	2	-6	1	1.2
Cc1nn(-c2ccc(F)cc2)c2nc(N)c(C#N)c(-c3cccs3)c12	-9	-8	5%	-1	-5	-12	1	1	1.7
COc1cccc(-c2nn(-c3ccccc3)cc2CO)c1	-4	24	8%	10	2	1	0	1	1.1
CCOC(=O)C1CCCN(S(=O)(=O)c2cn(C)c(=O)n(C)c2=O)C1 (stereo unspecified)	1	-16	4%	-5	6	2	0	1	1
CN1CCN(S(=O)(=O)c2ccc(NC(=O)c3ccco3)cc2)CC1	16	-9	2%	-2	-3	2	-1	1.1	1.1
Cc1ccc(S(=O)(=O)CCC(=O)OCC(=O)Nc2ncc(Cl)cc2Cl)cc1	7	0	5%	6	3	9	-5	0.97	2
CCSc1nnc(NC(=O)CSc2nc3c(c(=O)n2-c2ccccc2)SCC3)s1	15	22	11%	.	.	6	1	1.1	1.1
CCCCCCSc1nsc(NC(C)=O)n1	-23	19	8%	-2	5	2	5	1	1
CC1(C)Cc2c(C#N)c(SCCC#N)nc(N3CCOCC3)c2CS1	.	2	1%	6	2	4	3	1	1
COC(=O)C1=C(N)Oc2cc(C)n(CCN3CCOCC3)c(=O)c2C1c1cccnc1 (stereo unspecified)	2	-14	4%	4	-1	6	-1	0.96	1.1
O=c1[nH]c2ccc(Cl)cc2c(-c2ccccc2)c1CN1CCOCC1	5	42	6%	0	-7	-7	-3	1	1.3
C[C@H](CCC(=O)O)[C@H]1CC[C@H]2[C@@H]3C(=O)C[C@@H]4CC(=O)CC[C@]4(C)[C@H]3CC(=O)[C@]12C	.	4	2%	8	-2	-7	1	0.97	1
O=C(OCN1C(=O)c2ccccc2C1=O)c1ccco1	3	-9	1%	-4	7	8	-8	1	1.1
N#Cc1ccccc1Cn1c(=O)n(Cc2ccc(C(=O)NCc3ccco3)cc2)c(=O)c2sccc21	-1	-2	3%	-3	3	6	0	0.98	1
COC(=O)c1ccc(CSc2ncnc3sc(C)c(C)c23)o1	11	1	6%	-7	-2	0	4	1.1	1.1
N#CCCN(C(=O)COC(=O)c1ccc2c(c1)NC(=O)CS2)c1ccc2c(c1)OCCO2	2	4	4%	3	3	10	3	1	1.1
COc1ccc(OC)c(N(CC(=O)Nc2ccc3c(c2)OCCO3)S(C)(=O)=O)c1	16	0	6%	-1	10	7	2	1	1.1
O=C1OC(Nc2nccs2)c2ccccc21 (stereo unspecified)	10	9	3%	5	5	10	-1	1.1	1.1
Cc1ccc(-n2ncc3c(=O)n(CC(=O)NC4CCCCC4)cnc32)cc1	-14	-16	7%	-2	7	8	0	0.98	1.2
CCOC(=O)c1cc(NC(=O)SCC(=O)O)c(C)nc1C	19	-11	3%	.	.	5	-3	0.97	1.1
CN(C)c1ccc(-c2nc3ccccc3n2C)cc1	1	28	13%[fluoresces]	-15	-23	-8	-363[fluorescence artefact?]	1.1	3.6*
CC(C)c1ccc(OCC(O)CN2CCN(c3ccccc3)CC2)cc1 (stereo unspecified)	10	54	6%	3	3	4	1	1	1.1
c1ccc(CN2CCN(c3ncccn3)CC2)nc1	13	6	5%	4	3	2	2	1	1
O=C(NCC1CCCO1)C1CCCN(S(=O)(=O)c2cccc3nsnc23)C1 (stereo unspecified)	18	-12	4%	-5	-4	3	0	0.99	1
O=C1C2CCCN2C(c2ccccc2)N1c1cccc(Cl)c1 (stereo unspecified)	4	-6	5%	-2	3	5	2	1	1.1
COc1ccc(CCNC(=O)c2nnn(-c3ccccc3OC)c2N)cc1OC	18	6	4%	6	4	8	1	1	1.1
Cc1nc(C)c(-c2csc(NCc3ccco3)n2)s1	8	5	8%	-5	11	14	3	0.98	1.3
COc1ccccc1NC(=O)CSc1nnc(Cc2cc(=O)[nH]c(=O)[nH]2)n1-c1ccccc1	-8	-2	8%	3	9	16	5	0.98	1.1
O=C(NCC1CCCO1)C1CCCN(Cc2cnn(-c3ccccc3)c2-n2cccc2)C1 (stereo unspecified)	3	-7	10%	-5	-3	6	4	1	1
COc1ccc(OC)c(N2C(N)=NC(N)=NC23CCCC3)c1	12	-13	4%	-9	3	2	-4	1	0.97
Cc1cc(C)n(-c2nc(NCCCO)c3c4c(sc3n2)CCCC4)n1	18	9	8%	-6	-2	0	-15	1.1	2.6*
COC(=O)c1ccc(-c2sc3nc(N4CCOCC4)c4c(c3c2N)CC(C)(C)OC4)o1	.	9	4%	8	4	3	-38	1.1	1.4
CCOC(=O)c1ccc(COc2nc3ccccc3nc2-c2ccccc2NC(C)=O)o1	14	-4	6%	4	7	6	1	1.1	1.2
Cn1c(=O)[nH]c(=O)c2c1nc(CN1CCOCC1)n2Cc1ccccc1	22	0	3%	0	5	4	-11	1	1.1
CCCOc1ccc(-c2nnc(N)s2)cc1	.	3	2%	-7	3	5	-1	1	1.1
CCOC(=O)C1CCCN(C(=O)CCn2nc(-c3ccccc3)ccc2=O)C1 (stereo unspecified)	14	-1	6%	1	3	7	-11	1	1.2
CC(=O)CN1Cc2ccccc2/C1=N\C(=O)Nc1ccccc1	13	-2	3%	3	4	10	-5	1	1.1
COc1ccc(N2C(=O)C3CCCN3C2c2ccccc2Cl)cc1 (stereo unspecified)	-2	-3	8%	-5	1	-6	-1	1.1	1.1
CCCS(=O)(=O)N1CCCC(C(=O)NCCCN2CCN(c3ccccc3F)CC2)C1 (stereo unspecified)	-16	-16	4%	-8	7	8	3	0.99	1.1
CC(C(=O)Nc1ccccc1F)N1C(=O)c2ccccc2C1=O (stereo unspecified)	11	-3	2%	0	4	6	4	1	1.1
CCN1CCN(CCCNC(=O)c2csc3c2CCCCC3)CC1	6	-16	10%	0	6	6	3	0.97	1.1
Nc1c(-c2ccccc2)n[nH]c1-c1ccccc1	-12	-22	8%	-5	-7	-4	-31	1.1	1.8
CCc1ccc(OCc2ccc(C(=O)NCc3ccccn3)o2)cc1	-18	24	1%	5	-9	8	3	1	1.1
COc1ccccc1NC(=O)C(CCS(C)(=O)=O)N1C(=O)c2ccccc2C1=O (stereo unspecified)	7	-10	2%	0	4	8	-1	1	1.1
COc1cc(NC(=O)c2cc(-c3ccco3)on2)c(OC)cc1Cl	10	-1	5%[fluoresces]	-1	4	-2	-9	1.1	4.6*

Compound activity: PubChem BioAssay, several laboratories
